RBBP9 inh: human RBBP9 hydrolase inhibition; recombinant RBBP9, FP-Rh probe fluorescence polarization; hit rate 0.2% among 220,000; AID 1515; O75884; inhibition, % at 7.94 µM;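 active = inhibition above the campaign mean of all tested compounds plus 3 SD, cut at about 14% in these data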;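 note: plate controls were DMSO wells with RBBP9 for no effect and wells lacking RBBP9 protein for full effect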
Target sequence (O75884 whole entry, looked up): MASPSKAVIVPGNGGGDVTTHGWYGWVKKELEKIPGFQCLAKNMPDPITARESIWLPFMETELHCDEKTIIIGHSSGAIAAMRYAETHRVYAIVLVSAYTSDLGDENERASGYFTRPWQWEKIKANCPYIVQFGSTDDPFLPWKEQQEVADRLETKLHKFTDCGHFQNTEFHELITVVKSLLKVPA
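Test system: recombinant human RBBP9. Quantity: 2.5 µM RBBP9 dispensing solution, before mixing. Detection: FP readout at 525/598 nm. Reagent: Serine-hydrolase probe FP-Rh, 375 nM pre-mixing. Measure: % inhibition. Control set: DMSO-treated enzyme wells and wells lacking RBBP9. Buffer or medium: Tris-NaCl-Pluronic buffer, pH 8.0. Times: preincubation 30 min plus labeling 45 min at 25 °C.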
Runt-CBFb FRET: blocks binding of human RUNX1 Runt domain to CBFb. Q01196+Q13951. Cerulean-Runt/Venus-CBFb FRET ratio 530/480, 1 h. inhibition, % at 20 µM. hit rate 0.46% among 220,000;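 active = inhibition over about 50% at 20 µM in the single-dose screen, limit read from the data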;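 note: 0% = DMSO wells and 100% = excess unlabeled CBFb competitor control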
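Assay system: Cerulean-Runt domain / Medium: Tris 50 mM pH 7.5, KCl, K2SO4, 0.01% BSA / Timing: protein complex preformed 1 h, compound exposure 1 h, room temperature, dark / Measured by: FRET, excitation 422 nm, emission at 530 and 480 nm / Evaluation: loss of energy transfer signal / Control set: 5 µM unlabeled CBFb as full-inhibition high control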
Runt-SMMHC FRET: inhibitors of human RUNX1 Runt domain binding to CBFb-SMMHC; Q01196+Q13951; inhibition, % at 20 µM; hit rate 0.74% among 220,000; AID 1434; Cerulean-Runt/Venus-CBFb-SMMHC FRET ratio 530/480, 1 h;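 active = mean inhibition across duplicate retests at 20 µM reaching about 50%, limit read from the data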;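 note: 0% = DMSO wells and 100% = wells with excess untagged CBFb-SMMHC; inhibitors lower the FRET ratio by blocking Runt binding to CBFb-SMMHC; some results filed as inactive read as strong as hits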
Calpain2 inh: calpain II (pig) inhibition; purified calpain II, fluorogenic peptide substrate, 30 min; inhibition, % at 16 µM; hit rate 0.37% among 220,000; AID 1236;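 active = inhibition above about 50%, limit read from the data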
Furin inh: inhibitors of human furin | P09958 | purified furin, fluorogenic substrate cleavage | inhibition, % at 30 µM | hit rate 0.061% among 220,000 | AID 463115; in the data active = inhibition above about 25%; note: inactives centre near -15
EBV gp42 block: EBV gp42 inhibition; AID 1085; hit rate 0.42% among 220,000; inhibition, % (tested at 21.74 µM); Fluorescence polarization binding assay, mP read-out; Q1HVG2; in the data active = inhibition above about 50%
NCF1 inh: p47phox (human) inhibition | p47phox/p22phox peptide binding, fluorescence polarization, 2 h | inhibition, % at 24.7 µM | hit rate 0.53% among 220,000;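 active = inhibition above about 30%, limit read from the data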;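 note: 0% = p47phox with labelled peptide and 100% = labelled peptide alone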
TbHK1 inh: T. brucei hexokinase 1 inhibition; inhibition, % at 10 µM; hit rate 0.11% among 220,000; recombinant TbHK1, G6PDH-coupled NADH A340;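 active = inhibition of 50% or more in the single-dose primary screen; inactive = inhibition below 50%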
p97 ATPase inh: human p97 ATPase inhibition; P55072; recombinant p97 ATPase, Kinase-Glo ATP luminescence, 3 h; inhibition, % at 8 µM; hit rate 0.42% among 220,000; AID 1481; in the data active = inhibition above about 15%;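 note: 0% = DMSO vehicle and 100% = wells lacking enzyme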
Target sequence (P55072 whole entry, looked up): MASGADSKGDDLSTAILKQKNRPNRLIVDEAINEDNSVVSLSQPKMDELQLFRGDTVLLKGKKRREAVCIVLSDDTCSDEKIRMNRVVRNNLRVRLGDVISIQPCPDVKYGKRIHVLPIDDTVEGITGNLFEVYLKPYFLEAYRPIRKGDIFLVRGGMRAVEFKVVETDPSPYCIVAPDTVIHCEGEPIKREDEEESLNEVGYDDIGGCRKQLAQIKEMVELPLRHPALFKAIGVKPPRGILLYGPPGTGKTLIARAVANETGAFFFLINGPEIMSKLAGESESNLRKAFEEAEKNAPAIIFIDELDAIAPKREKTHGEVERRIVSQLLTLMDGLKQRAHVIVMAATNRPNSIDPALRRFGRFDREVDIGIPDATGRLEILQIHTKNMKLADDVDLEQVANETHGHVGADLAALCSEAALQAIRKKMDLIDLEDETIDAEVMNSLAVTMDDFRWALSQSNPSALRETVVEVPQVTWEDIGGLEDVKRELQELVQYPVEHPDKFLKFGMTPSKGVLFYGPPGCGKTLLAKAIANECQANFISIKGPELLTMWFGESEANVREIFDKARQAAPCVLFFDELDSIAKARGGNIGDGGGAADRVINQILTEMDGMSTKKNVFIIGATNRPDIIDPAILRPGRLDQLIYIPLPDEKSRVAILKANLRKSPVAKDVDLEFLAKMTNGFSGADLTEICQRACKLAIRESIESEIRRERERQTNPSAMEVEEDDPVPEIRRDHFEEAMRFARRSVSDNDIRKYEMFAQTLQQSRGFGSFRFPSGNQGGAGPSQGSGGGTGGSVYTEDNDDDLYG
An asterisk follows results filed as active; x = no result given; [ ] = another dose, or the depositor's remark. Not a hit list. About 2.7% of those tested had a hit in this group.

SMILES	RBBP9 inh	Runt-CBFb FRET	Runt-SMMHC FRET	Calpain2 inh	Furin inh	EBV gp42 block	NCF1 inh	TbHK1 inh	p97 ATPase inh
COc1ccc(C(=O)NCCn2cc(SCC(=O)N3CCOCC3)c3ccccc32)cc1	-14	-1	-2	6	-7	-30	-1	-6	-6
COc1ccc(NC(C(=O)Nc2cccc(C(C)=O)c2)c2ccccc2)cc1 (stereo not given)	-1	0	13	33	-9	6	3	24	4
Cc1cccc(NC(=O)N2CCCC2C(=O)NCc2cccs2)c1 (stereo not given)	5	-1	0	-1	-22[20 µM]	-14	2	2	2
CCOc1ccccc1OCCC(=O)Nc1ccc(F)c(Cl)c1	-3	-2	2	-7	-10	-9	0	1	-1
Cc1ccc(N2CCN(c3cc(C)nc4nc(C)nn34)CC2)c(C)c1	-3	-4	0	-21	-3	-21	-5	0	2
COc1cccc(NC(=O)CN(C)C(C)C(=O)Nc2ccc(S(=O)(=O)N3CCOCC3)cc2)c1 (stereo not given)	-3	2	0	14	-11	-28	-4	-4	-7
CCOC(=O)c1c(N)c2cc([N+](=O)[O-])cnc2n1C	3	1	-2	3	-15	0	2	-13	2
O=C(NNS(=O)(=O)c1ccccc1[N+](=O)[O-])c1ccccc1[N+](=O)[O-]	0	-1	5	13	-15	4	3	-2	-1
CCNS(=O)(=O)c1ccc(NC(=O)Nc2cccc(OC)c2)cc1	-11	3	2	17	-16[20 µM]	9	4	3	2
C=COCCNC(=S)N1CCOCCOCCN(C(=S)NCCOC=C)CCOCCOCC1	-3	-1	-2	-18	-20	-4	-8	-11	-8
Cc1cc(C(=O)COC(=O)c2ccc(Br)o2)c(C)n1C	-8	1	-1	-6	-13	0	3	-9	-5
C=CCn1c(SCC(=O)NC2CCS(=O)(=O)C2)nnc1-c1ccncc1 (stereo not given)	5	2	2	-10	-28	-4	-15	0	3
OCCCNC(=S)Nc1ccc2nccnc2c1	-4	-8	-36	-24	-17	-9	10	-21	0
CCOc1ccc(NS(=O)(=O)c2ccc3[nH]c(=O)oc3c2)cc1	-8	-1	0	0	-15	-7	0	-6	-1
COc1ccc(NC(=O)c2ccccc2SC)c(OC)c1	-5	1	5	11	-23	0	6	-3	1
CC(C)c1csc(CN2CCN(Cc3ccccc3)C(CCO)C2)n1 (stereo not given)	2	0	2	-11	-25	-20	-4	0	-2
CC1(C)Cc2[nH]c(=O)c(C#N)cc2CS1	-7	0	-2	-10	-15	7	-5	-24	8
Nc1ccnn1-c1ccccc1	-6	-2	2	-12	-18	-10	-13	-9	-2
O=C(NC1CCCCCC1)c1cc(=O)[nH]c2ccc(S(=O)(=O)N3CCOCC3)cc12	1	-3	5	-22	-18	-22	-3	-14	3
COCCCNC(=O)CSC1=Nc2ccccc2C2=NC(CC(=O)NCc3ccccc3)C(=O)N12 (stereo not given)	-4	-1	-1	-101	-28	-6	-8	-15	4
Cc1nnnn1/C(=C\c1ccccc1)C(=O)OCC(=O)N(C)C1CCS(=O)(=O)C1 (stereo not given)	5	-1	0	-25	-20	-6	-5	-4	7
CC1(OC(=O)C2CCCC2)C(=O)C=C2C=C(c3ccsc3)N(C(CO)CO)C=C2C1=O (stereo not given)	x	3	28	0	-17	2	-9	-29	x
Cc1[nH]n(-c2ccccc2)c(=O)c1/C=N/n1c(C)nc2ccccc2c1=O	-3	x	-12	19	-18[20 µM]	-13	-4	-5	5
O=C(NCc1ccco1)c1sc2cc(F)ccc2c1Cl	-16	-4	8	-3	-6[20 µM]	-12	-13	5	-9

Just RBBP9 inh, for 5 of the compounds above:
| SMILES | RBBP9 inh |
| --- | --- |
| COc1ccc(NC(=O)c2ccccc2SC)c(OC)c1 | -5 |
| CC(C)c1csc(CN2CCN(Cc3ccccc3)C(CCO)C2)n1 (stereo not given) | 2 |
| CC1(C)Cc2[nH]c(=O)c(C#N)cc2CS1 | -7 |
| Nc1ccnn1-c1ccccc1 | -6 |
| O=C(NC1CCCCCC1)c1cc(=O)[nH]c2ccc(S(=O)(=O)N3CCOCC3)cc12 | 1 |

(next part)
SMILES	RBBP9 inh	Runt-CBFb FRET	Runt-SMMHC FRET	Calpain2 inh	Furin inh	EBV gp42 block	NCF1 inh	TbHK1 inh	p97 ATPase inh
CCC(CC)C(=O)Nc1cc(C(=O)OC)cc(C(=O)OC)c1	4	2	2	-22	8[20 µM]	-15	-12	13	3
CC1CC(O)(Cc2ccccc2)C(C)CN1C (stereo not given)	2	0	2	-1	-20[20 µM]	-16	15	-2	-1
CC(=O)Nc1cc(S(=O)(=O)Nc2ccccc2C)c(C)cc1C	-2	3	1	27	-11[20 µM]	-2	-8	1	-3
Cc1ccc(C(=O)N(CC(=O)NC2CCCCC2)c2ccccc2F)s1	-2	-1	0	5	-21	-16	-6	4	-1
Cc1cc(N2C(=O)C(=O)/C(=C(/O)c3ccc(Cl)cc3)C2c2cccc(Br)c2)no1 (stereo not given)	4	8	9	-83	-22[20 µM]	-5	-12	-11	4
O=C(Nn1cc(C(=O)N2CCN(c3ccccc3F)CC2)c2ccccc2c1=O)c1cnccn1	4	1	2	-10	-14	-3	-8	-13	4
CNC(=S)N1CCC(NC(=O)C(Cc2ccccc2)NC(C)=O)CC1 (stereo not given)	-3	-1	-1	-11	-7	2	12	-6	-3
CCN(CC)S(=O)(=O)c1ccc(/C=C/C(=O)OCC(=O)Nc2ccc(C(N)=O)cc2)cc1	-9	0	1	-18	-22	0	7	2	-2
C=CCn1c(SCC(=O)Nc2ccccc2)nnc1-c1cccc(S(=O)(=O)N2CCOCC2)c1	-2	-1	0	-40	-9	-16	-14	1	2
CCOc1ccc(OCCSc2nc3ccccc3c(=O)[nH]2)cc1	-9	-2	-2	-24	-17[20 µM]	-25	-14	-4	0
O=C(NCCc1ccccc1F)/C(=C/c1cccnc1)NC(=O)c1ccccc1	-4	2	4	-2	7	-20	5	8	3
COc1ccc(NC(=O)COC(=O)c2ccc(O)cc2)c([N+](=O)[O-])c1	-7	-2	2	-8	-23	-1	-9	0	2
O=C(Oc1ccc(-c2nc(-c3ccccn3)no2)cc1)c1ccccc1	-8	-2	-3	28	-19[20 µM]	11	9	-2	-10
CCCCCCCCCCNC(=O)C(=O)Nc1ccccn1	-7	-1	-4	1	-6[20 µM]	-21	-14	-6	-5
S=C(c1c[nH]c2ccccc12)N1CCCC1	-3	-1	-3	-32	-23	-16	-17	-7	4
COc1ccccc1-n1c(SCC(=O)Nc2ccc(F)cc2)nc2c(c1=O)SCC2	-5	4	3	-34	-10	-11	-14	-13	4
CC(NC(=O)COC(=O)/C=C/c1ccc([N+](=O)[O-])cc1)c1ccccc1 (stereo not given)	-1	2	-1	-21	-9	-8	3	-2	3
COc1ccc(C(=O)NC2(C(F)(F)F)C(=O)Nc3c2c(=O)[nH]c(=O)n3CCc2ccc(OC)c(OC)c2)cc1 (stereo not given)	-1	0	-1	-8	-13[20 µM]	-16	-7	-4	4
CCNC(=S)N/N=C/c1ccc(OCC(=O)Nc2ccc(OC)cc2)c(OC)c1	-3	-2	-1	10	-15	-6	-12	-6	-2
Cc1ccc2nc(S(=O)(=O)O)[nH]c2c1	-3	-2	4	-9	-9	-18	-3	0	4
CCCC(=O)Nc1ccc2oc(-c3cncc(Br)c3)nc2c1	-2	3	3	-220	-17	-8	-9	-9	3
C=C(C)C(=O)Nc1cccnc1Oc1ccc(F)cc1F	6	3	1	3	-21	-1	2	-8	5
c1cn(-c2ccc(-c3ccnc4ncnn34)cc2)cn1	-8	1	2	-30	-21	0	-3	-13	1
Cc1ccc(-c2nc(CS(=O)CC(=O)NCCC(C)C)c(C)o2)cc1 (stereo not given)	-4	-1	3	0	-11	-3	-8	-1	-5
Cc1ccc(SCCNC(=S)Nc2ccc(C)c(C)c2)cc1	-9	0	5	16	-19[20 µM]	-16	-22	8	-4
C=C(C)c1cccc(C(C)(C)NC(=O)Nc2cc(C)ccc2OC)c1	-4	0	8	26	-22	-16	-17	1	-1
CC(C)(C)C(=O)N1CCN(c2ccc([N+](=O)[O-])c(-n3nc(-c4ccccc4)c4ccccc4c3=O)c2)CC1	-3	-6	-5	-41	-22	-1	-7	-17	4
Cc1ccc(S(=O)(=O)C2(C(=O)Nc3cccc(F)c3)CC2)cc1	-7	-2	0	20	-22	-9	13	3	2
CC(O)CNc1nc2c(c(=O)n(C)c(=O)n2C)n1C/C=C/c1ccccc1 (stereo not given)	0	-1	-1	-28	-21	-22	-4	2	3
Cc1cccc(Cn2c(=O)c3c(nc4n3CCN4Cc3ccco3)n(C)c2=O)c1	6	-1	2	26	-16	-7	-23	2	0
COc1ccc(CCNC2CC(C)N(C)CC2C)cc1OC (stereo not given)	-2	20	27	4	-2	6	-7	1	-4
CCOc1ccc(-c2nnc3sc(COc4ccc(Cl)cc4)nn23)cc1	-7	0	-5	3	-14	-8	2	-2	1
Cc1c(-c2ccccc2)oc2c(C(=O)N3CCN(c4ccc([N+](=O)[O-])cc4)CC3)cccc2c1=O	0	-2	-10	-40	-4	-20	-2	-9	5
C=CCc1c(C)nc(C)nc1N/N=C/c1ccccc1O	-4	0	-23	-13	2[20 µM]	-22	-5	-26	-8
CCN1CCN(CC(=O)Nc2cc(C)on2)CC1	-5	-1	2	12	-6	-5	-8	11	-2
CC(C)(C)OC(=O)N1CCC(CNC(=O)c2ccccc2)CC1	-6	0	-2	36	-23	-11	-7	-11	6
Cc1cccc(C(=O)N2CCC(c3nc4ccccc4s3)CC2)c1	-3	1	0	17	-11	-19	-9	-5	1
CC1CCCN(c2ccc(C(=O)NCc3cccs3)cn2)C1 (stereo not given)	1	1	8	-4	-20[20 µM]	1	-11	-9	-7
CSc1ccc(S(=O)(=O)NCc2ccc(C)cc2)cc1	-6	0	-6	27	-26[20 µM]	-22	-1	-1	-1
Cc1ccccc1OCC(=O)N/N=C/c1ccc(N(C)C)cc1	-1	2	4	-101	-12	9	3	-23	0
COc1ccc(CCNC(=O)Cc2cc(OC)c(OC)cc2Br)cc1OC	5	-2	0	2	-24	-4	1	-1	8
CCn1nc(C)c(CN2CCN(Cc3cccc(OC)c3)C(CCO)C2)c1C (stereo not given)	2	1	3	-12	-25	-5	2	0	2
CC1CCCN(c2ncnc3c2cnn3-c2ccccc2)C1 (stereo not given)	x	-1	-5	-1	-33	-17	-4	-4	x
Oc1ccccc1/C=N/Nc1ncc(Br)cn1	0	1	2	0	-13	-3	-7	-4	2
COc1ccccc1NC(=O)CN1CCC(n2nnc3cc(F)ccc32)CC1	-6	-2	1	18	-15	-1	-1	1	6
CCOc1ccc(N(CC(=O)Nc2ccc(C)c(C)c2)S(=O)(=O)c2c(C)[nH]c(=O)[nH]c2=O)cc1	-9	-4	0	2	-6	-6	-4	-2	-8
OCCCc1nc2ccccc2[nH]1	-1	-1	3	1	-35	-4	x	4	0

2 of these compounds in another layout.
RBBP9 inh	Runt-CBFb FRET	Runt-SMMHC FRET	Calpain2 inh	Furin inh	EBV gp42 block	NCF1 inh	TbHK1 inh	p97 ATPase inh	structure
-6	-2	1	18	-15	-1	-1	1	6	COc1ccccc1NC(=O)CN1CCC(n2nnc3cc(F)ccc32)CC1
-1	-1	3	1	-35	-4	x	4	0	OCCCc1nc2ccccc2[nH]1

Assay outcomes as filed in PubChem.
